RTF Ca sens act: cardiac RTF calcium sensitization; P19429+P45379; IANBD-labeled TnC RTF fluorescence at EC20 calcium; 0% EC20 calcium, 100% full calcium; activation, % at 7.2 µM; 340,000 compounds, 0.24% hits;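 active means activation above the mean over all tested compounds plus 3 SD, cut at about 30% in these data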;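 further: rise in fluorescence read as greater calcium sensitivity of cardiac thin filaments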
PfHsp90 yeast 2: growth inhibition of yeast expressing Plasmodium Hsp90; S. cerevisiae expressing PfHsp90, BacTiter-Glo ATP, 48 h; yeast lacking PDR1 and PDR3 efflux regulators; inhibition, % at 9.4 µM; 310,000 compounds, 0.32% hits; AID 504621;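 active means every replicate shows inhibition above about 80%, whatever the replicate mean, limit read from the data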;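 further: 0% = DMSO neutral controls and 100% = 20 µM radicicol positive controls; yeast relying on Plasmodium falciparum Hsp90 in place of its own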
dFosB act: enhances mouse delta FosB homodimer DNA binding. 340,000 compounds, 0.99% hits. purified delta FosB, TAMRA-CDK5 oligo fluorescence polarization; percent of positive-control signal above neutral wells. activation, % at 25 µM;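 active means mean activation above about 17%, with every replicate also reaching it, limit read from the data, passing the limit was not always enough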;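 further: fluorescence polarization rise as delta FosB binds a TAMRA Cdk5 AP-1 oligo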
CDK5 inh: inhibitors of human CDK5/p35 kinase | Recombinant CDK5/p35, ADP-Glo luminescence, 60 min | inhibition, % at 10 µM | 330,000 compounds, 0.01% hits;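 active means highest replicate inhibition of at least 50% and at least 75% of replicates reaching 50%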;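 further: plate controls were DMSO neutral control for no effect and GW8510 at 10 µM for full effect; many of its hits are not listed in these tables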
Cardiac RTF inh: cardiac RTF calcium desensitization; inhibition, % at 7.15 µM; P19429+P45379; IANBD-labeled cardiac RTF, Ca2+ fluorescence; 340,000 compounds, 0.12% hits;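 active means inhibition above the mean inhibition of all tested compounds plus 3 SD, cut at about 17% in these data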;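 further: assay run at fixed EC70 calcium of 1.6 mM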
PvdQ acylase: blocks Pseudomonas aeruginosa PvdQ acylase activity; purified PvdQ acylase, fluorescence plate reader; inhibition, % at 10 µM; 340,000 compounds, 0.063% hits; in the data active means inhibition above about 30%, passing the limit was not always enough;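 further: 0% = vehicle neutral wells and 100% = reference inhibitor wells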
C-LANA FP: KSHV C-LANA DNA binding inhibition; 340,000 compounds, 0.078% hits; inhibition, % at 9 µM; MBP-C-LANA/FAM-LBS DNA binding, fluorescence polarization;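 active means highest replicate inhibition at or above 60% at 9 µM, even if other replicates fall short; inactive means all replicates below 60% inhibition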;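 further: 0% = neutral control wells and 100% = 4 µM acridine orange control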
SUMO Mot1 rescue: SUMOylation pathway inhibition by Mot1-301 growth rescue; S. cerevisiae Mot1-301 growth rescue, ATP luminescence, 38.5C; percent above DMSO median, 100 means doubled; growth rescue, % at 18.8 µM; 320,000 compounds, 1% hits;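 active means every valid replicate shows activation above 250% relative to neutral control wells; inactive means the rest, any valid replicate at or below 250%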;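 further: OY570 slx delta 5 strain wells were the positive control but not used for scaling; some compounds called inactive have numbers as strong as hits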
Keap1 Nrf2 FP: inhibitors of human Keap1-Nrf2 protein-protein interaction. inhibition, % at 9.4 µM. AID 504523. 340,000 compounds, 0.15% hits. Keap1 Kelch-Nrf2 peptide fluorescence polarization, 1536-well. Q14145; in the data active means inhibition above about 12%;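 further: human Keap1 Kelch domain with fluorescein labeled Nrf2 9mer peptide probe; 0% = neutral control wells and 100% = peptide positive control; higher means more block of Keap1 binding to Nrf2 peptide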
NSD2 inh: NSD2 (human) methyltransferase inhibition. NSD2 peptide methylation, AlphaScreen, 120 min. inhibition, % at 12.5 µM. 310,000 compounds, 0.54% hits; in the data active means inhibition above about 50%
Target sequence (O96028 whole entry, looked up): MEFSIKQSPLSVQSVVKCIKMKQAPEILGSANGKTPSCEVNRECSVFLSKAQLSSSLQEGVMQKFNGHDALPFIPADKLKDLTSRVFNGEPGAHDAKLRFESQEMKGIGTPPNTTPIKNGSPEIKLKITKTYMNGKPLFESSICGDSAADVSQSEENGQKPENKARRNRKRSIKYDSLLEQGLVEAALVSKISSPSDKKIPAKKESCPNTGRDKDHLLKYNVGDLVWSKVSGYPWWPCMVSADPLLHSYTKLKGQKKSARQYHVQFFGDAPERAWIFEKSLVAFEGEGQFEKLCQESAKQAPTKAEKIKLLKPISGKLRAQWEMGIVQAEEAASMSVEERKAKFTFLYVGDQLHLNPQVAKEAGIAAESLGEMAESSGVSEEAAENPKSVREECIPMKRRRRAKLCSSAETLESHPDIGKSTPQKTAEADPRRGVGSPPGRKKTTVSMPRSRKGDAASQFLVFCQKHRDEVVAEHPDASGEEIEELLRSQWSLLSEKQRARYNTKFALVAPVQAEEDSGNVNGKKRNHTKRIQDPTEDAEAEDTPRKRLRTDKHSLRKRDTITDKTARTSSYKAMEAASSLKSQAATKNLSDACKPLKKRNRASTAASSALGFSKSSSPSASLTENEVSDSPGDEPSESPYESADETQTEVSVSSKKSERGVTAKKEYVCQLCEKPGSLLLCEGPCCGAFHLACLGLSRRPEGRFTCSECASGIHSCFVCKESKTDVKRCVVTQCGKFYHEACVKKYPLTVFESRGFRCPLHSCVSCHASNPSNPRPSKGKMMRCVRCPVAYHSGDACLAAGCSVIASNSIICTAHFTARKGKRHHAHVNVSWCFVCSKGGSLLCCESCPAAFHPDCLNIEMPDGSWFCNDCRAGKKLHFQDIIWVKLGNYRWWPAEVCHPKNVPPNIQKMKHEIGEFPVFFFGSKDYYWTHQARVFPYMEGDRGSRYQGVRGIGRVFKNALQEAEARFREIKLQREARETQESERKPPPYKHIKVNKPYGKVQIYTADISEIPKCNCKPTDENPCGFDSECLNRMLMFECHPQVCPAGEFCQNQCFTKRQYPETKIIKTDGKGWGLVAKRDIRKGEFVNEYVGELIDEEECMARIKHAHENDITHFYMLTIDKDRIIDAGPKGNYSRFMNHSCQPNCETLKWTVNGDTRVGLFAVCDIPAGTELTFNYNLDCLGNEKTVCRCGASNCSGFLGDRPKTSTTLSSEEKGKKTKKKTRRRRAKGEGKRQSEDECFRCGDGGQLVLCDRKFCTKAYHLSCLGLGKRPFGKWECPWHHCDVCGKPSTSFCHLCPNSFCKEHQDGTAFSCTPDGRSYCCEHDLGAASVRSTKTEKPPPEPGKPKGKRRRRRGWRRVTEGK
Rtt109 HAT inh: inhibitors of Candida albicans Rtt109/Vps75 histone acetyltransferase; Q5AAJ8; purified Rtt109/Vps75, ThioGlo CoA-SH fluorescence, 4 h; inhibition, % at 34.9 µM; 330,000 compounds, 0.16% hits; AID 540336;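 active means inhibition of at least 50% in every replicate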
* hit, by the source's call; i = inactive; . = not tested or not shown. A portion of the library; rates above refer to the full screens.

The line under a structure holds: RTF Ca sens act	PfHsp90 yeast 2	dFosB act	CDK5 inh	Cardiac RTF inh	PvdQ acylase	C-LANA FP	SUMO Mot1 rescue	Keap1 Nrf2 FP	NSD2 inh	Rtt109 HAT inh
Cc1ccc(NC(=O)CN2C(=O)CN=C(c3ccccc3)c3cc(Cl)ccc32)cc1
    -1	13	-6	0.2	-9	4	5.9	.	4	.	-11
CCC1(CC)C(=O)N(Cc2ccccc2)C(=O)N(Cc2ccccc2)C1=O
    -6	3	3	2.0	-4	28	-0.2	6	1	.	9
COc1ccc2[nH]c3c(c2c1)CCNC3
    2	6	-6	-0.3	-6	-11	1.0	-2	0	.	-8
Cc1cccc(N=Nc2ccc(N(C)C)cc2)c1
    -5	-2	-2	-0.7	-9	-10	-0.8	736*	-6	51*	3
C[C@]12CC[C@@H](O)C[C@@H]1CC[C@@H]1[C@@H]2CC[C@]2(C)[C@@H](O)CC[C@@H]12
    1	9	-2	-0.3	2	8	-1.9	4	5	.	5
CC(C)OP(=O)(OC(C)C)C(O)c1cccnc1 (stereo unspecified)
    -1	-26	4	-0.4	-6	4	1.2	19	-3	0	-18
Cc1nn(Cc2ccccc2)c(Cl)c1C(=O)OCC(=O)NCC1CCCO1 (stereo unspecified)
    9	6	-4	-4.2	11	-5	0.0	-1	0	-1	8
COC1CCC(OC2CC(C3(C)CCC4(CC(O)C(C)C(C(C)/C=C(\C)C(=O)C(C)CC(C)C(=O)O)O4)O3)OC3(OC(C4OC(O)(CO)C(C)CC4C)CC3C)C2C)OC1C (stereo unspecified)
    -5	106*	-16	-0.1	-12	-5	1.7	.	0	.	-2
Cc1cc(/C=C2\C(=O)NC(=O)N(c3ccc(Br)cc3)C2=O)c(C)n1C
    10	8	-2	-1.0	-16	-1	-1.3	11	-5	3	4
O=C(c1sc2ccccc2c1Cl)N1CCC2(CC1)OCCO2
    0	16	-3	-2.2	-12	-15	0.5	-7	-2	3	-1
CCCCc1nc2ccccc2c(=O)n1-c1ccccc1O
    -5	-6	4	0.8	1	4	1.8	4	4	0	0
C/C(=N\NC(N)=O)c1c(O)n(C)c(=O)n(C)c1=O
    -1	6	0	1.2	-2	-2	0.6	.	2	-2	1
CC1CCC(C(=O)NC(C(=O)N2CCC3(CC2)OCCO3)C(C)C)CC1 (stereo unspecified)
    6	-31	-7	-4.2	-12	-20	-2.2	-17	-2	0	-12
CC1=NN(c2ccccc2)C(=O)/C1=C/c1c(O)[nH]c(=O)[nH]c1=O
    1	7	2	0.7	-8	-15	-1.6	-6	-2	-1	10
CC(C)(C)n1cc(C(=O)c2ccc3ccccc3c2O)cn1
    6	8	1	-0.6	-4	18	1.0	-16	-7	0	-5

Next part:
The line under a structure holds: RTF Ca sens act	PfHsp90 yeast 2	dFosB act	CDK5 inh	Cardiac RTF inh	PvdQ acylase	C-LANA FP	SUMO Mot1 rescue	Keap1 Nrf2 FP	NSD2 inh	Rtt109 HAT inh
O=[N+]([O-])c1ccc(NCc2ccc(Cl)cc2)c2ccncc12
    0	-24	-4	2.7	-13	-29	-2.6	15	-1	1	3
COc1ccc(-n2c(O)c(C=NCCN3CCN(C(C)=O)CC3)c(=O)[nH]c2=S)cc1
    0	7	0	2.6	-9	4	0.8	-2	3	3	1
CCC(C)n1c(O)c(C=Nc2cccc(C(F)(F)F)c2)c(=O)[nH]c1=S (stereo unspecified)
    5	28	-18	0.7	-12	-18	1.5	7	-17	0	11
O=C(O)C1C(C(=O)O)C2(Cl)C(Cl)=C(Cl)C1(Cl)C2(Cl)Cl (stereo unspecified)
    -2	21	1	0.3	4	-14	2.1	400*	-1	.	-21
COC(=O)C1=C(c2cccc(C#N)c2)C[C@@H]2CC[C@H]1N2C(=O)N1CCC(C)CC1
    -7	-10	-4	-2.5	4	-22	0.7	-9	-6	.	0
CCCCn1c(O)c(/C=N/NC(=O)c2ccncc2)c(=O)[nH]c1=O
    0	-16	-6	0.7	-1	-15	1.1	3	-2	-1	15
COc1ccc(C(=O)C2CCCN(Cc3ccsc3)C2)cc1OC (stereo unspecified)
    -4	-2	-7	2.3	-8	4	0.3	301	-2	6	28
C=Cn1ccnc1P(=S)(c1cc(N(CC)CC)ns1)c1nccn1C=C
    2	4	-7	-2.6	-4	8	-0.9	51	5	-1	3
COC(=O)C1=C(c2cccc(OC)c2OC)C[C@@H]2CC[C@H]1N2C(=O)NCc1ccco1
    17	-15	-6	-0.5	-4	-5	1.4	-12	-10	.	-5
CN(CCCCC(=O)/C=N/O)Cc1ccccc1 (tested in a mixture with another compound)
    5	.	3	-0.1	-7	-25	2.3	-3	-2	0	3
COc1ccc2[nH]c3c(c2c1)CCN[C@H]3C
    5	-8	-5	-0.8	-13	-12	-1.3	-4	-5	1	28
CCN(CC)CCN=Cc1c(O)n(C2CCCCCC2)c(=O)[nH]c1=O
    -1	-12	-15	1.7	-5	-10	-0.8	14	-3	.	1
CCCCC1(CCCC)C(=O)NC(=Nc2cccc(C)c2)NC1=O
    -2	18	3	-0.3	-5	-3	2.1	-13	-6	1	-11
CCCCCCC(=O)N/N=C/c1c(O)n(CCc2ccccc2)c(=O)[nH]c1=O
    18	10	-8	1.1	-12	-20	2.4	-8	-5	.	7
O=C1C2CCCN2C(c2cccnc2)N1c1ccc(Cl)cc1 (stereo unspecified)
    13	-28	1	-0.1	0	-5	1.3	77	-4	-1	-2

(continued)
The line under a structure holds: RTF Ca sens act	PfHsp90 yeast 2	dFosB act	CDK5 inh	Cardiac RTF inh	PvdQ acylase	C-LANA FP	SUMO Mot1 rescue	Keap1 Nrf2 FP	NSD2 inh	Rtt109 HAT inh
COC(=O)C1=C(c2ccc(OC(F)(F)F)cc2)C[C@@H]2CC[C@H]1N2C(=O)NC1CCCCC1
    4	10	-2	2.0	-5	-21	-0.8	16	4	.	5
O=[N+]([O-])c1ccc(-[n+]2c(-c3ccccc3)cc(-c3ccccc3)cc2-c2ccccc2)cc1
    1	-17	-12	0.4	3	5	0.2	-14	2	3	-7
O=C(O)[C@@H]1C[C@H]1[C@@H](NP(=O)(c1ccccc1)c1ccccc1)c1ccccc1
    6	9	6	1.3	4	2	0.4	-14	-2	.	-6
CCOc1cc(C=C2C(=O)NC(=O)NC2=O)ccc1OCC(=O)N1CCOCC1
    2	-1	-2	-2.8	-7	-13	-0.9	3	-2	4	7
O=C1NCN(c2ccccc2)C12CCNCC2
    6	-11	-4	0.1	-10	-16	0.9	169	-8	8	3
O=c1[nH]c(O)c(N=Nc2ccc([N+](=O)[O-])cc2)c(=O)[nH]1
    4	6	-6	1.9	-10	14	-0.6	.	-4	0	26
CC(=NCCN1CCCCC1)c1c(O)n(Cc2ccccc2)c(=O)[nH]c1=O
    -1	.	-14	-2.0	-14	-12	-1.8	7	-6	2	-1
Cc1cc(C)cc(N2C(=O)NC(=O)/C(=C\c3cccn3-c3ccccc3)C2=O)c1
    -2	-8	-15	1.0	6	-4	-1.6	-12	2	26	-9
CC(=NCCN(C)C)c1c(O)n(Cc2ccccc2)c(=O)[nH]c1=O
    12	-7	-2	1.1	-3	1	-1.6	-6	2	0	0
COc1ccc(-c2nn(CCC#N)cc2C(=O)NCc2ccccc2)cc1[N+](=O)[O-]
    3	11	-1	-0.8	-10	-8	0.4	i	3	-1	1
O=C1NC(=O)C(=Cc2ccc(-c3ccc(Cl)cc3)o2)C(=O)N1
    -2	23	2	-3.3	7	19	-0.3	-3	1	.	1
Cc1cc(NC(=O)CCl)on1
    -1	-31	-14	-0.6	-4	-7	1.0	4	-9	-3	4
CC[C@H]1CN(C)CCc2c([nH]c3ccccc23)C(=O)C[C@@H]1/C(=C\OC)C(=O)OC
    0	12	-2	3.5	1	-2	4.6	-10	-3	.	5
CCCCn1c(O)c(C(C)=NCCN2CCOCC2)c(=O)[nH]c1=O
    2	-13	-9	0.7	-8	-8	-0.6	.	-4	0	6
CCOP(=O)(OCC)C(c1ccccc1)N(C)C=O (stereo unspecified)
    -2	28	-5	2.6	-7	-16	-2.1	-1	-2	-4	11

New compounds follow
The line under a structure holds: RTF Ca sens act	PfHsp90 yeast 2	dFosB act	CDK5 inh	Cardiac RTF inh	PvdQ acylase	C-LANA FP	SUMO Mot1 rescue	Keap1 Nrf2 FP	NSD2 inh	Rtt109 HAT inh
O=C1CN=C(c2ccccc2Cl)c2cc(Br)ccc2N1
    4	14	-12	-1.2	0	-7	-1.0	-9	-2	1	-4
CCN(CCNc1ccc([N+](=O)[O-])c2cccnc12)S(=O)(=O)c1ccccc1
    0	-35	-5	-0.2	2	-12	-0.4	18	4	-1	1
CCOP(=O)(OCC)C1(O)C(=O)Nc2ccc(Br)cc21 (stereo unspecified)
    -8	4	2	-0.1	9	-7	1.2	87	0	2	1
c1ccc2c(CCNCc3ccc4c(c3)OCO4)c[nH]c2c1
    -1	23	-1	0.8	-9	-1	-0.2	0	2	36	-15
O=C(c1cccc(Cl)c1)C1CCCN(Cc2ccon2)C1 (stereo unspecified)
    1	13	1	-0.6	10	3	-1.0	-14	-1	-6	.
COc1cccc(C2(O)CCSCC2CN(C)C)c1 (stereo unspecified)
    -2	16	0	0.3	-2	-11	1.2	4	-2	-2	-6
Cc1ccccc1-n1c(/C=C/c2ccccn2)nc2ccccc2c1=O
    -1	1	-13	0.3	-2	1	-1.7	-5	2	0	-3
COc1ccc(C(=O)OC2CC3CCC(C2)[N+]3(C)[O-])cc1OC (stereo unspecified)
    -2	-1	-3	3.8	-2	11	-1.5	3	-3	-1	-4
O=c1[nH]c(=S)n(CCC2=CCCCC2)c(O)c1C=NC1CCN(Cc2ccccc2)CC1
    -3	8	6	-1.0	-6	1	0.3	9	-6	0	3
CC(=O)O[C@]1(c2ccccc2)CCN(C)[C@H]2CCCC[C@@H]21
    4	-28	-1	-1.3	-6	-8	0.1	112	-6	-3	-9
CN1CCN(CC(=O)Nc2ccc([N+](=O)[O-])cc2C(=O)c2ccccc2)CC1
    -7	19	-5	0.3	1	-6	-0.3	3	-3	13	-6
COc1ccc(C(CNC(=O)Cc2ccc(Cl)c(Cl)c2)N(C)C)cc1 (stereo unspecified)
    4	0	-5	-4.8	-5	-16	1.5	-4	-5	0	-14
COc1ccc(S(=O)(=O)N2Cc3cnnn3-c3ccccc3C2C#N)cc1 (stereo unspecified)
    -3	15	5	-0.1	3	-7	1.7	.	1	.	-20
CCCCSC1=NN1c1nc(N)nc(C)c1CC
    -8	2	1	-0.9	-1	-7	0.6	-7	2	-2	0
CSc1nnc([C@@H](N)Cc2c[nH]c3ccccc23)o1
    0	-3	7	0.0	2	-3	6.5	.	2	-4	16
COc1cc(OC)c(OC)cc1CNC(C)C(O)c1ccccc1 (stereo unspecified)
    0	2	0	-0.2	2	5	0.2	-1	0	7	-1
COC(=O)C1=C(c2ccccc2)C[C@@H]2CC[C@H]1N2C(=O)N1CCCCC1
    1	-13	1	3.2	5	-4	1.9	-13	2	.	-2
c1ccc2c(c1)Sc1ccccc1N2CC1CN2CCC1CC2 (stereo unspecified)
    5	8	-1	1.5	1	-5	-2.3	-13	-4	.	-4

Source: PubChem
